GLA spleen mod – qHTS Assay for Inhibitors and Activators of Human alpha-Galactosidase From Spleen Homogenate. human spleen homogenate, 4MU-alpha-Gal fluorescence, 40 min. Potency, µM (series often up to 80 µM), for the others: at the top dose activity change, negative = inhibition, most hits filed as inhibitors. 240,000 tested, 0.008% active. AID 2107, 2009;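 further: potency means the concentration at half of the fitted maximal effect; 0% = enzyme with vehicle and -100% = no enzyme basal signal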
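qHTS titration in buffer at pH 5.0. Alpha-galactosidase activity in spleen homogenate was measured via 4-methylumbelliferone release from 1 mM fluorogenic substrate after 40 min at 37C and a pH 10 stop. AC50 came from Hill fits of control-normalized data.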
NPSR antag – qHTS Assay for Antagonists of the Neuropeptide S Receptor: cAMP Signal Transduction; Q6W5P4; CHO-NPSR cells, cAMP TR-FRET, antagonist mode; Potency, µM (titrated, usually from 38.3 µM), without a hit: at the highest dose activity change, negative = inhibition, hits mostly inhibitors; 220,000 tested, 1% active; further: potency means the concentration at half of the fitted maximal effect; on the % scale 0 is the no-effect control and ±100 the full control effect; nearly all actives have a fitted effect of over 50% in size; many of its hits are not listed in these tables
Target sequence (Q6W5P4 whole entry, looked up): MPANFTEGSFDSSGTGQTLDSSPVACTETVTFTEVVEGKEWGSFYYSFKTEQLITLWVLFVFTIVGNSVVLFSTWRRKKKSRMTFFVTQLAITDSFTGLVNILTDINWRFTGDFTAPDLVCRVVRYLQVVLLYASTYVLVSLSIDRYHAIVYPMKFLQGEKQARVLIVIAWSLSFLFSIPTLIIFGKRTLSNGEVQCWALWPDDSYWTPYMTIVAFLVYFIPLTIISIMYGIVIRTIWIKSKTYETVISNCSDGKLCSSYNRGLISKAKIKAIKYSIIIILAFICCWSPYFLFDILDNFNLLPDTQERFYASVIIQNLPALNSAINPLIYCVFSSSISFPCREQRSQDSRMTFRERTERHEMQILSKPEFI
Epigenetic reg – Quantitative High-Throughput Screen for Regulators of Epigenetic Control. murine LDR cells, GFP reporter derepression, 30 h. Potency, µM (doses to about 53.9 µM), inactives show at the top dose GFP activation, usual class: activators. 280,000 tested, 0.2% active; further: potency means the concentration at half of the fitted maximal effect; % of control where 0% means no effect; nearly all actives have a fitted effect of over 60% in size
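GFP-positive cell count by laser-scanning cytometry (objects 20–120 um) after 30 h, 37 C compound exposure of murine LDR cells; reporter is CMV-GFP integrated at a silenced locus, inducible by HDAC or DNMT inhibitors.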
IMPase Li cell – qHTS Assay for Identifying the Cell-Membrane Permeable IMPase Inhibitors: Potentiation with Lithium | CHO-M1 cells, IP1 TR-FRET (IP-One), carbachol + lithium | Potency, µM (titrated, usually from 59.4 µM), for the others: at the highest dose activity, negative = IMPase inhibition, actives largely listed as inhibitors | 210,000 tested, 0.35% active;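 further: IP1 builds up when IMPase is blocked and the TR-FRET signal falls; potency means the concentration at half of the fitted maximal effect; plate controls were basal vehicle for no effect and high inhibitor control for full effect; nearly all actives have a fitted effect of over 50% in size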
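Readout is a homogeneous TR-FRET IP1 immunoassay (Ex 320, Em 665 and 620), where raised cytosolic IP1 lowers signal. Cells were CHO-M1 treated 30 min at 37C with test compounds plus a little lithium; AC50 values came from Hill-equation fitting.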
Luc counter – Counterscreen for Luciferase (Kinase-Glo TM) Inhibition; AID 1379, 2008; Potency, µM (series often up to 38.3 µM), for the others: at the top dose activity change, negative = inhibition, hits mostly inhibitors; Kinase-Glo luciferase, ATP luminescence, 8 min; 200,000 tested, 0.28% active; Luciferin 4-monooxygenase (Photuris pensylvanica), Q27757; further: potency means the concentration at half of the fitted maximal effect; on the % scale 0 is the no-effect control and ±100 the full control effect; nearly all actives have a fitted effect of over 60% in size
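Inhibition of Kinase-Glo luciferase light generation was assessed at 10 uM ATP in pH 7.2 imidazole buffer, with luminescence measured after eight minutes at ambient temperature.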
CBFb-RUNX1 inh – qHTS Assay for Compounds Blocking the Interaction Between CBF-beta and RUNX1 for the Treatment of Acute Myeloid Leukemia | Runt-related transcription factor 1 (Homo sapiens) + Core-binding factor subunit beta … | AlphaScreen CBFb-His/RUNX1-biotin binding, biochemical | Potency, µM (doses to about 59.8 µM), without a hit: at the top dose activity, negative = inhibition, most hits filed as inhibitors | 230,000 tested, under 10 active | AID 1477, 2009; further: % of control where 0% means no effect
Target sequence (Q01196 whole entry, looked up): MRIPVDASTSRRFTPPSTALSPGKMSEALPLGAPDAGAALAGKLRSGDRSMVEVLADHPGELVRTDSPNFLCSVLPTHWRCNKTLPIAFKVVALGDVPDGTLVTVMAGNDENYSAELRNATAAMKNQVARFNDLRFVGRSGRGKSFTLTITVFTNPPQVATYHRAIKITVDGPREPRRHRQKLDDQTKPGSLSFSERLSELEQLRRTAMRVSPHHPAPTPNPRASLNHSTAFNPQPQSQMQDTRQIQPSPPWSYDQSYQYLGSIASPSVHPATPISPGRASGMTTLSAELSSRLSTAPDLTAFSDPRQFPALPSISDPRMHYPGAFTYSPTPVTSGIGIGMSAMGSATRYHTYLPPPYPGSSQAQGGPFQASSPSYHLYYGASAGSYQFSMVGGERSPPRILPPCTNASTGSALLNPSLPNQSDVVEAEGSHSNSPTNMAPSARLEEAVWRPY
Target sequence (Q13951 whole entry, looked up): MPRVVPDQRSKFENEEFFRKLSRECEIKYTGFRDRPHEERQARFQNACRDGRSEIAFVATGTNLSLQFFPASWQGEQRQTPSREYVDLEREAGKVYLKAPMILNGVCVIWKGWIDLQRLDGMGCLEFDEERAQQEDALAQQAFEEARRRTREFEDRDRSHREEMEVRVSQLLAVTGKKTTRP
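Bead-based AlphaScreen assay; binding partners His-tagged CBF-beta and biotinylated RUNX1 at 30 nM each. Compound exposure 15 min after a 20-min protein preincubation; bead step 90 min; all steps at room temperature.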
LMNA splice mod – qHTS Assay for Modulators of Lamin A Splicing; HeLa LMNA splicing GFP/RFP minigene ratio, 48 h; Potency, µM (titrated, usually from 46.1 µM), for the others: top-dose ratio change, negative = inhibition, hits mostly inhibitors; 200,000 tested, 0.01% active; active means well fitted inhibition curve with a large enough effect in the signal ratio, with a control signal flat, not every such curve was filed as active; inconclusive means small, poorly fitted or top-dose-only effect, or effect the other way, or a change in a side signal; the % refers to the signal ratio; further: potency means the concentration at half of the fitted maximal effect; on the % scale 0 is the no-effect control and ±100 the full control effect
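S3 HeLa cells stably expressing lamin A-EGFP splicing minigene plus DsRed2, 600 cells/well, 48 h compound exposure at 37C. Laser-scanning cytometry; analysed as GFP (500-530 nm)/RFP (575-640 nm) total intensity ratio; 0.5% DMSO vehicle.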
An asterisk follows results filed as active; ? = inconclusive; . = not tested or not shown; [ ] = remark or other dose. Unless noted, the call rests on the fitted dose curve; in most records, active means well fitted curve in the direction sought with a large enough effect; inconclusive means small, poorly fitted or top-dose-only effect, or another doubt; inactive means no such curve, though single readings can be large; an effect the other way counts as inactive or inconclusive. This is a subset; count on the stated rates, not on these rows.

structure	GLA spleen mod	NPSR antag	Epigenetic reg	IMPase Li cell	Luc counter	CBFb-RUNX1 inh	LMNA splice mod
CCCn1nc(C(=O)NCc2ccccn2)c2ccccc2c1=O	7%	-3%[46.1 µM]	0.0%	19%[38.3 µM]	-4%	-6%	7%
O=C(O)c1ccc(CN(c2ccccn2)S(=O)(=O)c2ccccc2)cc1	3%	-6%[46.1 µM]	-8.1%	-15%[38.3 µM]	-5%	0%	14%
CCCCNc1nc(C)nc2c1nc(-c1ccccc1)n2CCCN(C)C	-8%	.	0.3%	1%	-3%	7%	.
O=C(COC(=O)c1ccc(Cl)nc1)NCc1ccc2c(c1)OCO2	1%	17%	0.0%	7%	-1%	?	-7%
Cc1cccc(Nc2nc(N)c(C#N)c(CC#N)c2C#N)c1	-1%	0%	-1.2%	-11%	0%	3%	?
Cc1cc(-n2cnc(-c3cn(C)nc3C)n2)no1	8%	-23%	1.1%	.	.	-2%	.
CC(C)(C)c1ccc2c(c1)OC(C(=O)N/N=C\c1ccccn1)CO2 (configuration not stated)	2%	-6%	-1.9%	3%	-1%	-18%	?
CCC(=O)N1C(Cc2ccccc2)COC1(C)C (configuration not stated)	-5%	10%	0.0%	-9%	-2%	5%	-1%

structure	GLA spleen mod	NPSR antag	Epigenetic reg	IMPase Li cell	Luc counter	CBFb-RUNX1 inh	LMNA splice mod
Cc1ccc2nc3c(nc2c1)-c1ccccc1C3=O	14%	5%[46.1 µM]	0.1%	19%[38.3 µM]	-4%	5%	2%
CCOC(=O)C1(CC)NC(c2cccc(F)c2)C2C(=O)N(CC)C(=O)C21 (configuration not stated)	-4%	-5%[46.1 µM]	0.0%	22%	0%	5%	-9%
COC(=O)c1cc(OC)c(OC)cc1NC(=O)C(C)Sc1ccc(C)cc1 (configuration not stated)	0%	-22%[46.1 µM]	-0.9%	8%	10%	19%	-8%
Cc1cccc(/C(N)=N/OC(=O)CCC2CCCCC2)c1	10%	11%	0.0%	3%	-9%	8%	4%
COC(=O)c1cc(C(=O)N2CCN(c3cccc(C)c3C)CC2)cc([N+](=O)[O-])c1	-1%	-21%	-1.8%	19%	0%	-23%	2%[46 µM]
CC(C)NC(=O)CN(c1cccc(Br)c1)S(C)(=O)=O	-2%	-4%[46.1 µM]	0.7%	-18%[38.3 µM]	-2%	1%	11%
FC(F)Sc1nc2ccccc2[nH]1	-19%	10%	0.2%	.	.	8%	.
FC(F)C(F)(F)C1=CC(c2ccccc2)=NCCN1	0%	?	-4.2%	0%[38.3 µM]	13%	5%	3%

structure	GLA spleen mod	NPSR antag	Epigenetic reg	IMPase Li cell	Luc counter	CBFb-RUNX1 inh	LMNA splice mod
COC(=O)CSC1=C(C#N)C(c2ccccc2OC)C(C(=O)OC)C(=O)N1 (configuration not stated)	1%	-17%[46.1 µM]	0.4%	-1%[38.3 µM]	13%	1%	?
COc1ccc(/C=C2\SC(=O)N(CCC(=O)Nc3ccc(S(=O)(=O)Nc4nccs4)cc3)C2=O)cc1	-4%	7%	1.3%	5%	6%	-12%	-3%
CCCCc1nccn1CCn1ccnc1CCCC	-5%	-14%[46.1 µM]	0.9%	32%[activator][38.3 µM]	2%	7%	15%
Cc1ccc(/C=N/NC(=O)c2ccc3c(c2)OCCO3)s1	0%	10%	1.1%	.	.	1%	.
CCCCC1=CC2=C(c3ccco3)C(=O)C(C)(OC(=O)c3ccc(OC)cc3)C(=O)C2=CN1CC1CC1 (configuration not stated)	0%[17.5 µM]	-33%	0.5%	-6%	-2%[7.66 µM]	?	-12%[9.22 µM]
CCN(CC)S(=O)(=O)c1cnccc1N1CCN(c2cccc(Cl)c2)CC1	6%	-33%	3.4%	9%	-5%	1%	?
N/C(=N\c1nc2ccccc2o1)NC(=O)/C=C/c1ccccc1	0%	-11%[7.67 µM]	-0.3%	.	.	5%	.
Oc1ccc(C2Nc3cccc4cccc(c34)N2)c(O)c1	8%	-11%[46.1 µM]	-1.1%	-9%[38.3 µM]	-1%	-8%	-7%

structure	GLA spleen mod	NPSR antag	Epigenetic reg	IMPase Li cell	Luc counter	CBFb-RUNX1 inh	LMNA splice mod
Cc1ccc2nc(Cl)c(C3CC(c4cccs4)=NN3S(C)(=O)=O)cc2c1 (configuration not stated)	-3%	-2%	-1.0%	3%	2%	0%	-9%
COc1ccc(/C=C/C(=O)O)cc1Cl	-6%	2%[7.67 µM]	-1.4%	.	.	6%	.
Cc1cc(C)cc(CC2CC(=O)N(c3ccc4c(c3)OCCO4)C2=O)c1 (configuration not stated)	-4%	-9%[46.1 µM]	-1.1%	26%[38.3 µM]	-1%	17%	-5%
CCCc1c(C(=O)OCC)[nH]c2c1C(=O)CCC2	5%	-9%[46.1 µM]	-0.5%	14%[38.3 µM]	-1%	0%	-5%
Cc1cccc(C)c1OCc1nc2ccccc2c(=O)n1/N=C/c1ccc(OCC(=O)O)cc1	-5%	-17%	1.1%	-2%	0%	0%	11%
COc1ccc(-c2c(C(F)(F)F)nn(C)c2NC(=O)c2ccco2)cc1	1%	1%	-1.8%	.	.	22%	.
Cc1ccc(OCC(=O)NC2CC(C)(C)NC(C)(C)C2)cc1C	-3%	7%	6.5%	-5%	0%	0%	10%[46 µM]
C(=N\N1CCN(C2c3ccccc3-c3ccccc32)CC1)/c1ccccn1	6%	-7%[46.1 µM]	-2.2%	-2%[38.3 µM]	-1%	1%	1%[0.0737 µM]

structure	GLA spleen mod	NPSR antag	Epigenetic reg	IMPase Li cell	Luc counter	CBFb-RUNX1 inh	LMNA splice mod
CCOC(=O)C1CCCCN1Cc1cc(OC)ccc1OC (configuration not stated)	0%	-13%[46.1 µM]	-4.5%	-4%[38.3 µM]	5%	3%	9%
CCN(CC)c1nc2ccccc2c(N)c1-c1ccccc1	1%	-5%[46.1 µM]	-1.5%	13%[38.3 µM]	-3%	-1%	-18%
Cc1ccc(N(Cc2cc(=O)[nH]c3ccccc23)C(=O)c2ccco2)cc1	5%	-21%[46.1 µM]	-0.1%	44%[activator][38.3 µM]	0%	-5%	-7%
CCSc1nc2ccc(N3C(=O)C4C5C=CC(C5)C4C3=O)cc2s1 (configuration not stated)	-13%	4%	-1.0%	1%	0%	0%	-7%
CC1(C)CC(=O)c2c(n(-c3cccc4ccccc34)ccc2=O)C1	7%	6%[46.1 µM]	-0.8%	27%[38.3 µM]	-3%	2%	-4%
CCn1c(SCC(=O)Nc2cccc(NC(C)=O)c2)nnc1C(C)C	5%	1%[46.1 µM]	-2.1%	17%[38.3 µM]	2%	-1%	-4%
CC1=NN(C(=O)c2cccc(Cn3nc(C)c([N+](=O)[O-])c3C)c2)C(O)(C(F)(F)F)C1 (configuration not stated)	-9%	-5%[46.1 µM]	8.1%	18%[38.3 µM]	-3%	-8%	-4%
COc1ccc2nc3sc(C(=O)N4CCN(C)CC4)cc3cc2c1	17%	-19%[46.1 µM]	0.0%	21%[38.3 µM]	1%	1%	-9%

structure	GLA spleen mod	NPSR antag	Epigenetic reg	IMPase Li cell	Luc counter	CBFb-RUNX1 inh	LMNA splice mod
O=C(O)c1cc(S(=O)(=O)N2CCOCC2)ccc1N1CCOCC1	2%	1%[46.1 µM]	-4.6%	19%[38.3 µM]	-6%	3%	-2%
O=C(CCc1ccccc1)NCCc1cccs1	-9%	6%	-1.1%	0%	3%	14%	.
O=S(=O)(C/C(=C/CO)S(=O)(=O)c1ccccc1)c1ccccc1	5%	-14%[46.1 µM]	-2.6%	26%[38.3 µM]	0%	1%	?
Cn1cc(CN2CCN(Cc3ccccc3)CC2)c(-c2cccc(Cl)c2)n1	-7%	16%	7.0%	26%	-1%	-1%	16%[46 µM]
CCc1nnc(NC(=O)c2ccc(-c3ccc(Cl)cc3)o2)s1	1%	4%[46.1 µM]	0.0%	?	-2%	10%	0%
CCN(CC)C(=O)Oc1nnc(SC(C)C)n1-c1ccc(Cl)cc1	-5%	-29%	0.1%	.	.	8%	.
CCOC(=O)C1(Cc2ccccc2Cl)CCN(C(=O)CN2CCOC2=O)CC1	9%	-4%	2.5%	5%	0%	12%	.
CCOC(=O)Cc1csc(SCn2nnc3ccccc3c2=O)n1	-15%	-15%[46.1 µM]	3.6%	15%	-5%	6%	?

structure	GLA spleen mod	NPSR antag	Epigenetic reg	IMPase Li cell	Luc counter	CBFb-RUNX1 inh	LMNA splice mod
CCN1C(=O)c2cccc3c(S(=O)(=O)NCC4CCCO4)ccc1c23 (configuration not stated)	6%	-1%	0.1%	.	.	4%	.
CCc1cccc(NC(=O)Nc2cccs2)c1	2%	18%[46.1 µM]	0.9%	8%	-2%	-7%	-14%
CC(C)COC(=O)/C(C#N)=C/c1c[nH]c2ccccc12	7%	-13%[46.1 µM]	5.7%	12%	0%	-17%	-1%
CCOc1ccc(-n2c(Cc3cc(=O)[nH]c(=O)[nH]3)nnc2SCC(=O)OC)cc1	1%	9%[46.1 µM]	-0.7%	2%[38.3 µM]	-3%	-3%	2%
COC(=O)c1nc(NC(=O)c2ccccc2Cl)n[nH]1	-1%	-29%[46.1 µM]	-0.3%	29%[38.3 µM]	-7%	2%	-6%
Cc1ccc(-n2c(C)cc(C=C(C#N)C#N)c2C)cc1	9%	14%[46.1 µM]	-1.9%	19%[38.3 µM]	-5%	2%	-3%
O=C1NC(c2ccc(Cl)cc2)Nc2ccccc21 (configuration not stated)	2%	0%	-5.8%	-16%	0%	-3%	.
CCC(=O)Nc1sccc1C(=O)OC	10%	12%[46.1 µM]	-2.6%	-4%[38.3 µM]	-7%	13%	-1%
COc1ccc(N/N=C(/C#N)S(=O)(=O)c2nsc(C)c2C#N)cc1	3%	-6%[46.1 µM]	0.9%	16%[38.3 µM]	4%	-13%	-1%
CCOC(=O)N1CCN(C(=O)CSc2nc(C)nc3c2c(=O)n(C)c(=O)n3C)CC1	2%	-7%	-0.3%	-1%	1%	3%	12%[46 µM]
CCCCN(CC)C(=O)Cc1ccc(Br)cc1	5%	-1%	0.0%	-1%	0%	10%	-1%
